NOD1 NF-kB reporter = inhibition of NOD1-driven NF-kB reporter – cell-based, luminescence, uHTS, primary screen (AID 1578) | NOD1-driven NF-kB luciferase reporter cells, luminescence; higher % means a stronger effect | one-dose inhibition, % at 4 µM; EC50 in µM for titrated hits | hit rate 1% among 290,000; in the data active = inhibition mostly above about 36%, no sharp cut-off; inactive = mostly below about 34%;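 note: HEK-293T reporter cells stimulated with the NOD1 agonist gamma-tri-DAP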
NOD2 inhibition = NOD2 signaling inhibitors, cell-based, luminescence, uHTS, HEK293 (AID 1566); HEK293 NOD2/NF-kB luciferase reporter, luminescence; higher % means a stronger effect; one-dose inhibition, % at 4 µM; EC50 in µM for titrated hits; hit rate 0.63% among 290,000; note: many of its hits are not listed in these tables
Dynein transport = dynein cargo transport inhibition | 3617.4 mouse cells, GR-EGFP nuclear translocation imaging; test concentration mostly 20 µM; stimulated with dexamethasone, 1 µM; active compounds read low | z-score, hits read low | hit rate 0.47% among 220,000 | AID 1381;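 active = plate z-score of nuclear minus cytoplasmic receptor signal below a set negative limit, without overly bright fluorescence or cell loss, cut at about -3.5 in these data, passing the limit was not always enough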;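 note: z-score of nuclear minus cytoplasmic ring GR-EGFP intensity difference per well; some compounds called inactive have numbers as strong as hits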
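Buffer or medium: tetracycline-free induction medium containing charcoal-stripped FBS / Reagent: dexamethasone agonist, 1.0 µM final, for 30 min / Technique: automated 10x imaging of fixed Hoechst-stained cells / Times: induction 48 h, compound 1 h, agonist 30 min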
KOR beta-arrestin-1 = kappa opioid receptor activators – cell-based, luminescence, uHTS, primary screen (AID 1777). KOR beta-arrestin recruitment, luminescence; higher % means a stronger effect. activation, % at 10 µM, or EC50 in µM where a hit was titrated. hit rate 0.02% among 280,000; in the data active = activation above about 50%, passing the limit was not always enough; note: a part of the inactive calls stands beside numbers as strong as those of hits
AID2073 = inhibitors of Mint1-CaV2.2 protein interaction, biochemical, HTRF (AID 2073). HTRF protein-protein interaction, Mint1-CaV2.2; higher % means a stronger effect. one-dose inhibition, % at 20 µM; IC50 in µM for titrated hits. hit rate 0.19% among 290,000; in the data active = inhibition mostly above about 51%, no sharp cut-off; inconclusive = no clear call, values can overlap the other calls; inactive = mostly below about 53%; note: some results filed as inactive read as strong as hits
KOR beta-arrestin-2 = KOR antagonists, beta-arrestin recruitment, cell-based, luminescence, uHTS (AID 1778); hit rate 0.091% among 290,000; inhibition, % at 10 µM, or IC50 in µM where a hit was titrated; KOR beta-arrestin recruitment, luminescence, antagonist mode; higher % means a stronger effect; note: strong numbers were not always called active
M17LAP inhibition = P. falciparum M17LAP inhibitors, primary screen, biochemical, fluorogenic H-Leu-NHMec substrate, 1536-well (AID 1619); one-dose inhibition, % at 30 µM; IC50 in µM for titrated hits; recombinant M17LAP, H-Leu-NHMec fluorogenic kinetic assay; higher % means a stronger effect; hit rate 0.38% among 220,000;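 active = compound inhibiting the enzyme by more than half at any dose during confirmatory dose-response retesting; inconclusive = strong single-dose inhibitors picked by rank but not retested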;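 note: plate controls were full reaction with DMSO carrier for no effect and no enzyme background for full effect; strong numbers were not always called active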
GPR55 beta-arrestin = selective activators of receptor GPR55 – imaging, U2OS cells, beta-arrestin-GFP redistribution, primary screen (AID 1961). U2OS GPR55 beta-arrestin-GFP redistribution imaging; higher % means a stronger effect. activation, % at 10 µM, or EC50 in µM where a hit was titrated. hit rate 0.048% among 290,000;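 active = activation above 40% with more than 50 cells counted in the well; inconclusive = wells holding fewer than 50 cells, flagged as toxic or sparse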;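 note: U2OS osteosarcoma cells stably expressing GPR55 and beta-arrestin-GFP; plate controls were DMSO negative control for no effect and LPI positive control for full effect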
M1AAP inhibition = P. falciparum M1AAP inhibitors, biochemical, fluorogenic H-Leu-NHMec substrate, 1536-well (AID 1445) | recombinant M1AAP, H-Leu-NHMec fluorogenic kinetic assay; higher % means a stronger effect | one-dose inhibition, % at 30 µM; IC50 in µM for titrated hits | hit rate 0.42% among 220,000;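 active = primary inhibition above the hit cutoff, then over 50% inhibition at one or more dose response concentrations, cut at about 23% in these data, passing the limit was not always enough; inconclusive = conflicting primary data, or primary hits not chosen for dose response; inactive = low primary inhibition, or under 50% at every dose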;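 note: plate controls were DMSO full reaction for no effect and no enzyme background for full effect; strong numbers were not always called active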
Dynein transport cytoplasmic EGFP = also measured in Dynein transport; calls as there; z-score; measured here: cytoplasmic GR-EGFP intensity; active compounds read high
Dynein transport nuclear GR-EGFP = second read-out of Dynein transport, no call of its own (marks repeat the call); z-score; measured here: nuclear GR-EGFP intensity;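 lower value marks the stronger effect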
Dynein transport cell count = second read-out of Dynein transport, no call of its own (marks repeat the call); z-score; measured here: cell count per field
* hit, by the source's call; ? = inconclusive; . = no result given; [ ] = remark or other dose. Cut-off read from the data, not from the text of the source, unless noted: active = inhibition above about 50%; inactive = the rest. The list is partial (hit frequency here may not be typical).

structure	M1AAP inhibition	GPR55 beta-arrestin	Dynein transport cytoplasmic EGFP	KOR beta-arrestin-2	AID2073	Dynein transport	Dynein transport nuclear GR-EGFP	Dynein transport cell count	NOD1 NF-kB reporter	NOD2 inhibition	KOR beta-arrestin-1	M17LAP inhibition
Cc1ccc(C(=O)N2CC(=O)Nc3ccc(C)cc3C2c2ccccc2)cc1 (stereo not drawn)	.	-0.1%	.	-20.4%	4.6%	.	.	.	-5.8%	20.6%	8.0%	.
C/C(CC(=O)Nc1cccnc1)=N\NC(=O)C(C)Oc1ccc(Cl)cc1Cl (stereo not drawn)	9.2%	-0.1%	-0.003	17.6%	8.4%	-0.366	-0.133	0.371	-8.4%	-4.0%	4.5%	3.4%
CC(C)(C)OC(=O)NC(CCNC=C1C(=O)OC(C)(C)OC1=O)C(=O)O (stereo not drawn)	-6.1%	0.2%	-0.013	2.7%	-1.4%	-0.839	-0.154	0.626	-22.9%	4.3%	-3.0%	4.3%
Nc1ccc(C(=O)C(=O)c2ccc(N)cc2)cc1	8.6%	0.4%	-0.281	41.4%	2.0%	-0.445	-0.623	1.18	1.5%	9.3%	2.6%	15.7%
COc1ccccc1CNc1cc(C)ccc1C	4.6%	-0.2%	-0.331	-30.7%	-1.3%	0.823	0.503	0.0339	-8.9%	8.6%	2.7%	-0.3%
Cc1ccccc1CNC(=O)Cc1cccs1	-0.8%	-0.6%	-0.258	-18.6%	-3.7%	-0.866	-0.348	1.1	-13.7%	-15.1%	-5.8%	-1.5%
CC[n+]1c(S(=O)(=O)[O-])ccc2ccc(C)cc21	-0.5%	0.3%	-0.142	-23.8%	2.6%	0.258	0.778	0.152	-57.1%	4.7%	2.0%	-70.4%
C(/C=C/C=C/Nc1ccccc1)=Nc1ccccc1	13.8%	-0.1%	11.7	-29.9%	-1.1%	-0.355	2.01	-1.18	11.0%	14.6%	-1.0%	3.1%
O=C(NCCN1CCOCC1)c1cn(-c2ccccc2)nc1-c1cccs1	-0.3%	0.0%	-0.191	1.9%	3.1%	-1.37	-0.398	0.998	-8.3%	12.0%	-2.1%	-7.3%
C=CCN1C(=NC(=O)COc2ccccc2)SC2CS(=O)(=O)CC21 (stereo not drawn)	.	-0.1%	.	-13.2%	7.9%	.	.	.	-9.8%	13.4%	-1.4%	.
O=C(COc1ccccc1Cl)Nc1cc(Cl)ccc1Oc1ccccc1	-4.5%	-0.1%	-0.184	-11.9%	-9.0%	0.412	-0.0746	0.54	.	1.5%	4.6%	-4.4%
Cn1c(=O)c2[nH]c(CN(Cc3ccccc3)Cc3ccccc3)nc2n(C)c1=O	-0.5%	0.0%	-0.247	-14.1%	-2.5%	-0.0276	-0.0358	0.602	25.8%	15.3%	3.3%	5.3%
COc1ccc(C[C@H]2CN3C(=NC[C@@H]3Cc3ccccc3)N2CCNC(=O)CCC2CCCCC2)cc1	-2.8%	0.3%	0.39	-22.1%	17.1%	0.201	0.518	-2.2	-10.0%	14.9%	5.5%	-5.4%
CCN1CCN(c2nc3ccccc3nc2NS(=O)(=O)c2ccc(NC(C)=O)cc2)CC1	.	0.3%	.	15.1%	-5.9%	.	.	.	-22.3%	13.2%	6.6%	.
Cn1c(Cn2c(=O)sc3ccccc32)nnc1SCC(=O)NCCc1ccccc1	7.2%	0.4%	-0.195	36.4%	0.4%	-1.01	-0.203	0.139	-12.0%	10.0%	5.1%	2.5%
CC(=O)Nc1sc(NC(=O)c2ccc(Cl)cc2)nc1-c1cccs1	6.2%	0.0%	-0.217	1.8%	6.2%	-0.157	0.409	0.602	-37.5%	8.3%	3.8%	-3.6%
C/C(=N\NC(=O)c1ccn(C)n1)c1ccc(NC(=O)C2CCC2)cc1	.	-0.2%	.	-4.5%	-3.9%	.	.	.	-6.1%	13.6%	2.1%	.
Cc1ccc(-c2n[nH]c(=S)c3ccccc23)cc1	1.8%	-0.4%	-0.182	8.5%	-5.9%	-0.0729	-0.0989	0.535	-5.1%	10.7%	-5.0%	-18.3%
CCOCCCNC(=O)CN1C(=O)CSc2cc(S(=O)(=O)N3CCCCCC3)ccc21	-0.7%	0.0%	-0.34	32.7%	-7.6%	-0.149	-0.359	0.928	-5.9%	-120.0%	-2.1%	9.2%
O=S1(=O)N=C(Nc2ccc(O)c(CN3CCCCC3)c2)c2ccccc21	1.7%	0.7%	-0.187	-21.8%	-8.1%	-1.61	-0.404	0.744	0.7%	2.4%	11.0%	18.9%
COc1ccccc1NC(=O)c1cccnc1	0.7%	0.2%	-0.0374	-86.1%	-1.8%	0.249	0.41	-0.274	7.5%	-2.5%	2.6%	-5.9%
CCOC(=O)Cn1c(=O)oc2cc(S(=O)(=O)NCC3CCCO3)ccc21 (stereo not drawn)	4.8%	0.2%	-0.112	-30.5%	9.8%	0.158	0.145	-0.119	12.8%	15.5%	-3.6%	-0.8%
O=C(NNC(=O)c1ccccc1[N+](=O)[O-])c1ccc(NS(=O)(=O)c2cccs2)cc1	.	-0.1%	.	-11.6%	-7.3%	.	.	.	-46.5%	5.5%	-2.9%	.
CCCCCCCCNC(=O)c1cnsn1	-0.8%	-0.1%	-0.306	11.3%	-9.2%	1.03	0.473	-0.33	-32.6%	-1.9%	-0.2%	-12.1%
CC(C)CCN1CCN(Cc2ccc(N3CCNC3=O)cc2)CC1CCO (stereo not drawn)	-0.6%	-0.2%	0.445	-26.4%	0.7%	0.872	0.729	-1.54	-16.9%	0.7%	-1.2%	2.2%

Of the compounds above, 2 contain an NH in an aromatic ring:
structure	M1AAP inhibition	GPR55 beta-arrestin	Dynein transport cytoplasmic EGFP	KOR beta-arrestin-2	AID2073	Dynein transport	Dynein transport nuclear GR-EGFP	Dynein transport cell count	NOD1 NF-kB reporter	NOD2 inhibition	KOR beta-arrestin-1	M17LAP inhibition
Cn1c(=O)c2[nH]c(CN(Cc3ccccc3)Cc3ccccc3)nc2n(C)c1=O	-0.5%	0.0%	-0.247	-14.1%	-2.5%	-0.0276	-0.0358	0.602	25.8%	15.3%	3.3%	5.3%
Cc1ccc(-c2n[nH]c(=S)c3ccccc23)cc1	1.8%	-0.4%	-0.182	8.5%	-5.9%	-0.0729	-0.0989	0.535	-5.1%	10.7%	-5.0%	-18.3%

Additional structures follow:
structure	M1AAP inhibition	GPR55 beta-arrestin	Dynein transport cytoplasmic EGFP	KOR beta-arrestin-2	AID2073	Dynein transport	Dynein transport nuclear GR-EGFP	Dynein transport cell count	NOD1 NF-kB reporter	NOD2 inhibition	KOR beta-arrestin-1	M17LAP inhibition
Cc1cc(C)c(S(=O)(=O)c2ccccc2)c(OC(=O)c2c(F)cccc2F)n1	22.5%	-0.3%	-0.227	-11.8%	35.5%	-1.34	-1.37	1.12	-38.9%	13.6%	0.6%	27.2%
COc1ccccc1-c1cc2nc(C)cc(C)n2n1	-5.5%	0.2%	-0.305	11.0%	9.8%	0.955	0.46	0.0392	-3.0%	-2.7%	0.3%	-9.6%
O=C(Nc1ccc(C(=O)N2CCOCC2)cc1)c1cc(-c2cccnc2)nc2ccc(Cl)cc12	1.8%	0.2%	-0.361	-83.6%[20 µM]	6.4%	0.0153	0.601	0.495	-12.0%	11.6%	-1.1%	4.3%
O=C(NCCCn1ccnc1)c1ccc(N2CCCCC2)c([N+](=O)[O-])c1	5.0%	-0.2%	-0.258	-13.7%	-13.9%	-0.72	0.0132	-0.0885	-42.4%	-16.4%	-1.5%	-2.1%
Cc1c(C(C)(C)C)sc(=NC(=O)c2ccccc2O)n1C	.	0.0%	.	-21.1%	26.8%	.	.	.	2.2%	-174.8%	6.1%	.
CCCC(=O)Nc1nnc(CCOC)s1	1.2%	-0.2%	-0.324	-8.1%	-23.0%	0.115	-0.19	0.15	28.4%	10.0%	10.5%	-19.1%
NC(=O)c1c(NC(=O)CSc2nnc(-c3ccco3)n2N)sc2c1CCCC2	16.1%	0.0%	-0.242	-19.3%	?	-0.257	0.469	1.37	12.6%	39.6%	5.3%	19.8%
Cc1nc(Cl)sc1C(=O)Nc1cc(F)cc(F)c1	.	-0.2%	.	5.8%	30.5%	.	.	.	13.8%	-6.7%	-0.5%	.
O=C1N(Cc2cccc(Cl)c2)C[C@@H]2C[C@@H](c3c[nH]c4ccccc34)N3CCC[C@@]123	-0.7%	0.0%	0.158	3.1%	24.1%	-0.384	0.0149	0.25	-15.7%	16.4%	-2.9%	-4.5%
Cc1cccc(NC(=O)CN2C(=O)C(C)Oc3ccccc32)n1 (stereo not drawn)	-6.1%	-0.3%	-0.211	-15.2%	22.3%	1.57	0.995	-0.454	22.1%	0.1%	5.9%	-3.9%
CCC1=C(OC(=O)N(CC)CC)N2C(=O)OC(=NCC(=O)OC)[C@]2(Cc2ccccc2)[C@H]2C1=CC[C@H]1C(=O)N(C)C(=O)[C@H]12	-0.1%	-0.1%	-0.809	-21.6%	-3.2%	0.118	-0.00364	1.08	0.3%	-7.0%	-0.2%	-2.9%
Cc1ccccc1CSCC(=O)c1c(N)n(C)c(=O)n(C)c1=O	4.8%	-0.1%	-0.256	-1.3%	-5.3%	0.637	0.795	-0.0971	-7.2%	0.2%	-2.6%	-1.9%
Cc1ccc(Nc2ccc(C(N)=O)cc2[N+](=O)[O-])cc1C	4.5%	-0.3%	-0.312	12.7%	-7.0%	-0.0996	-0.272	0.107	39.2%	15.3%	5.7%	-3.0%
